# Screens deposited in PubChem by several laboratories.
# Neddylation inh: inhibitors of cullin neddylation, primary screen, biochemical, TR-FRET, uHTS, NAE and Ubc12; calls only at 25 µM; 0.58% of 360,000 active; in the data active means inhibition above about 36%
# NRP1-CendR mod: modulators of CendR peptide binding to NRP-1, primary screen, biochemical, fluorescence polarization, uHTS | Neuropilin-1 (Homo sapiens), O14786 | FAM-RPARPAR peptide binding to NRP-1 | inhibition, % at 25 µM | 0.85% of 360,000 active | AID 602438, 2012;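 active means inhibition or corrected inhibition above about 18%, plus a signal ratio from 0.5 to 1.5, limit read from the data, passing the limit was not always enough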; further: strong numbers were not always called active
# STEP block: STEP phosphatase inhibitors, primary screen, biochemical, fluorescence intensity, uHTS; recombinant STEP, OMFP fluorogenic substrate; inhibition, % at 20 µM; 0.25% of 360,000 active;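 active means inhibition at 20 µM, scaled per plate between control wells, above about 37%, limit read from the data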;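 further: 0% = DMSO with enzyme and substrate and 100% = substrate only without enzyme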
#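 Test system: STEP tyrosine phosphatase / Reagent: OMFP at 25 µM / Doses: 20 µM, 1% DMSO / Read-out: percent inhibition scaled to no-enzyme and uninhibited-enzyme controls, plate-pattern corrected / Detection: FITC-channel fluorescence of OMFP product / Medium: Bis-Tris buffer pH 6.0, 2.5 mM DTT, 0.005% Tween 20 / Schedule: 20 min at room temperature, dark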
# SKN-1 block: suppressors of acrylamide-induced Pgst-4::GFP reporter in worms, primary screen, SKN-1 inhibitor project, whole organism, uHTS, GFP/RFP fluorescence ratio, strain VP596 | C. elegans VP596 Pgst-4::GFP/RFP ratio, 24 h | inhibition, % at 21.8 µM | 0.49% of 360,000 active | AID 624304, 2012;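 active means interference check ratio from 0.5 to 1.5 plus GFP to RFP signal ratio inhibition reaching or exceeding a fixed threshold, cut at about 30% in these data, passing the limit was not always enough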; further: some compounds called inactive have numbers as strong as hits
# Tb MetRS inh: T. brucei MetRS inhibitors, primary screen, biochemical, luminescence; 0.4% of 360,000 active; methionyl-tRNA synthetase (Trypanosoma brucei brucei); inhibition, % at 11.9 µM; purified T. brucei MetRS, ATP depletion, Kinase-Glo luminescence;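 active means inhibition above a per-plate cutoff of the control wells' mean inhibition plus 3 SD, cut at about 5.5% in these data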;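 further: 0% = DMSO wells median and 100% = median of wells with control inhibitor compound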
#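 Test system – parasite MetRS enzyme · Reagent – substrates ATP, L-methionine and bulk Escherichia coli tRNA · Doses – 11.9 µM compound single dose, 0.9% DMSO · Times – 15 min enzyme-compound preincubation, 2 h reaction, 10 min detection, 25 °C · Signal – Kinase-Glo luminescence, ATP depletion format · Controls – DMSO-only wells as low control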
# NadD block: inhibitors of S. aureus NadD, primary screen, biochemical, colorimetric, uHTS; AID 602399, 2012; purified NadD enzyme, colorimetric absorbance read-out; 0.78% of 360,000 active; inhibition, % at 20 µM; in the data active means inhibition above about 26%; further: some compounds past the cut are filed as inactive
# LMPTP inh: LMPTP phosphatase inhibitors, primary screen, biochemical, fluorescence intensity, uHTS; recombinant LMPTP-A, OMFP fluorogenic substrate; inhibition, % at 20 µM; 0.22% of 360,000 active;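 active means compounds that cut the enzyme signal by at least half of the control window in the single-dose screen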;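 further: plate controls were DMSO wells with enzyme plus substrate for no effect and substrate without enzyme for full effect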
#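 Assay system: LMPTP-A phosphatase enzyme | Input: 0.625 nM enzyme | Also added: Fluorogenic phosphatase substrate OMFP at 400 µM final | Compound dosing: One test concentration per compound, 20 µM, with 3% DMSO overall | Schedule: 50 min enzyme reaction at room temperature, protected from light | Signal: Fluorescence intensity | Benchmarks: no-enzyme and uninhibited controls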
# SUMO1 PPI mod: modulators of SUMO1 protein-protein interactions, primary screen, biochemical, uHTS. inhibition, % at 20 µM. AID 602429, 2012. SUMO1 binding to a labelled peptide, TR-FRET, 1 h. 0.33% of 360,000 active. Small ubiquitin-related modifier 1 (Homo sapiens), P63165; in the data active means inhibition above about 37%
# Scp1 inh: Scp-1 phosphatase inhibitors, primary screen, biochemical, colorimetric, uHTS; Carboxy-terminal domain RNA polymerase II polypeptide A small phosphatase 1 (Homo …; Recombinant Scp1, phosphopeptide, malachite green phosphate absorbance; inhibition, % at 20 µM; 0.88% of 340,000 active; AID 493091, 2011;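 active means inhibition above about 50% at 20 µM, limit read from the data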;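 further: plate controls were DMSO wells with enzyme for no effect and wells lacking enzyme for full effect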
#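 Test system: SCP-1 phosphatase catalytic domain, residues 76-261 | Compound dosing: One concentration, 20 µM, with 1.0% DMSO | Schedule: 45 min room-temperature reaction, 5 min colour, 30 min stabiliser | Detection: Absorbance at 630 nm | Read-out basis: % inhibition of SCP-1 phosphate liberation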
# DNMT1 block: human DNMT1 methyltransferase inhibitors, primary screen, biochemical, molecular beacon, fluorescence, HinP1I cleavage, uHTS | DNA (cytosine-5)-methyltransferase 1 (Homo sapiens), P26358 | inhibition (reported as % activation of signal), % at 10 µM | 0.83% of 360,000 active | AID 588458, 2011; in the data active means inhibition above about 50%
# Target sequence (P26358 504-1616 limits assumed): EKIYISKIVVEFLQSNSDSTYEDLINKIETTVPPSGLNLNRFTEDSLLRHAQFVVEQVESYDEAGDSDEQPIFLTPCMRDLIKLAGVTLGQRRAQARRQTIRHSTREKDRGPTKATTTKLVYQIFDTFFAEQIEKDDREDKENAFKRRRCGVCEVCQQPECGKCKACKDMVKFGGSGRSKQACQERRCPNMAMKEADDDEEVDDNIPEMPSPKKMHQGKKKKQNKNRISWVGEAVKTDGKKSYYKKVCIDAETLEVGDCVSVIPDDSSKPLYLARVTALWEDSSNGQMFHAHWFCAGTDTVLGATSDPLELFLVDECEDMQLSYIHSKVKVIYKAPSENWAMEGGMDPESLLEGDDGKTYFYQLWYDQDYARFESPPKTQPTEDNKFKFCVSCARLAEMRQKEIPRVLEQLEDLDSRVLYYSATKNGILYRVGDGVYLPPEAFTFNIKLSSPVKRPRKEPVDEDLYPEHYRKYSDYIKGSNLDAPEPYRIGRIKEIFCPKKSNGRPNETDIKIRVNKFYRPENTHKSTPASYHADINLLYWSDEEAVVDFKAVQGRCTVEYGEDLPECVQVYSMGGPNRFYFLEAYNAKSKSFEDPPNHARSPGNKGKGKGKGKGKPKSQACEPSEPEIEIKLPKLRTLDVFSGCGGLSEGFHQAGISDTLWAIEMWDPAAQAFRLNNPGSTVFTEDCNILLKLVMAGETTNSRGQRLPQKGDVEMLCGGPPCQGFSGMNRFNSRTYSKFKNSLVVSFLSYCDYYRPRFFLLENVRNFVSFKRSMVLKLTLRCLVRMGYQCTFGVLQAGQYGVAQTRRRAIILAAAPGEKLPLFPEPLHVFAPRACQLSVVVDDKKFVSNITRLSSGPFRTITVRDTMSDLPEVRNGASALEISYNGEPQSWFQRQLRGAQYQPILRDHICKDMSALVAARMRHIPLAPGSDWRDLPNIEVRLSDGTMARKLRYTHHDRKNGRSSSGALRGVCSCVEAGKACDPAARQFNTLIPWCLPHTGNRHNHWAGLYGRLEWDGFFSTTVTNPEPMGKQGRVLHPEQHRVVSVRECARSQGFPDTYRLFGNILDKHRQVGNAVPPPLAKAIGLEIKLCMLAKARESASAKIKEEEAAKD
# Starred values were filed as active, the others as inactive; i = inactive; . = no result given.
SMILES,Neddylation inh,NRP1-CendR mod,STEP block,SKN-1 block,Tb MetRS inh,NadD block,LMPTP inh,SUMO1 PPI mod,Scp1 inh,DNMT1 block
Cc1cccc(C2=NN(c3ccc(Br)cc3)[C@@H](C(=O)N3CCOC3=O)[C@@H]2c2ccc([N+](=O)[O-])cc2)c1,i,-3,-2,21,0.6,20,3.4,3,-9,-12
O=C1CC(/C=C/c2ccncc2)=Nc2ccccc2N1,i,0,1,-20,0.3,-3,-0.2,-18,-2,-1
O=C(NCCN1CCOCC1)c1ccc(NS(=O)(=O)c2cccc([N+](=O)[O-])c2)cc1,i,-12,-1,-2,-0.2,-3,-0.3,-27,10,1
COc1ccc(OCC(=O)NC(=O)c2ccccc2OC)c([N+](=O)[O-])c1,i,-12,-1,15,0.1,-6,-0.2,-21,-7,1
COc1ccccc1NC(=O)CSc1ncn[nH]1,i,-3,-3,8,-0.7,1,-1.2,0,-8,1
Cc1ccc(OCCCCn2ccnc2)c([N+](=O)[O-])c1,i,6,-2,2,-0.2,1,-1.2,-10,-1,-1
Cc1cccc(C2CC(c3ccc(Br)cc3)Nc3nc(N)nn32)c1 (stereo not drawn),i,15,3,1,0.8,7,-1.0,5,4,-3
CCCn1nc(C(=O)N2CC(=O)Nc3ccccc32)c2ccccc2c1=O,i,0,0,-15,-0.5,-4,-1.1,1,-2,-7
COc1cccc(OC)c1C(=O)Nc1cc(C)nn1-c1nc2ccccc2[nH]1,i,6,-4,1,-0.5,14,2.8,-1,-6,4
CCOC(=O)c1sc(N2C(=O)C(O)=C(C(=O)c3ccco3)C2c2cccc(Cl)c2)nc1C (stereo not drawn),i,-29,13,13,0.1,13,13,-6,.,2
COc1cccc(N2CC(O)=C(c3nc4ccccc4s3)C2=N)c1,i,-6,0,-3,-0.3,0,-0.3,0,-2,-2
CCOC(=O)[C@@H]1CCNC[C@@H]1c1ccccc1,i,12,4,-18,-1.0,-5,-1.2,-1,-10,-2
Cc1ccc(S(=O)(=O)N2CCC[C@H]2C(=O)OC(C)C(=O)Nc2ncc(Cl)cc2Cl)cc1 (stereo partly drawn),i,-7,-5,4,-0.7,-1,-0.9,1,-5,5
C#CCOc1ccc(Br)cc1/C=N/O,i,7,-3,2,-0.6,0,-1.1,-2,-7,-11
COc1c(C(=O)Nc2ccc(CN3CCOCC3)cc2)cc2ccccc2c1Br,i,5,-1,-3,-0.6,-8,0.2,-25,5,-2
CN(/N=C/Cc1nnnn1-c1ccc(Cl)cc1)c1ccccc1,i,4,-2,-8,0.1,0,-0.1,-3,3,-4
COc1ccc(C(=O)n2nc(-c3ccc(Cl)cc3)nc2N)cc1OC,i,-8,-6,-15,-1.0,-5,-0.9,-1,3,-1
O=c1cc(CSCc2ccc(Cl)cc2)[nH]c(=O)[nH]1,i,-6,-1,2,-0.5,-5,-1.3,4,-7,3
Cn1c(=O)c2c(nc(CN3CCc4ccccc4C3)n2Cc2ccccc2)n(C)c1=O,i,-12,2,-15,-0.4,11,0.8,-2,5,-7
CSc1ncnc2c1cnn2-c1ccc(C)cc1C,i,-6,2,10,0.5,-2,-1.3,0,-6,1
CCOc1ccccc1NC(=S)NC(=O)c1ccco1,i,14,0,16,-0.4,-7,2.5,7,-10,0
C=CCNc1oc(-c2cccc(F)c2)nc1C#N,i,6,1,-7,0.7,-3,0.4,-9,-2,2
CSCCC(=O)N1CCC(n2nccc2NC(=O)CCCc2ccccc2)CC1,i,5,-6,3,0.0,-4,-0.6,-7,-2,1
NS(=O)(=O)c1ccc(CCN=C(NS(=O)(=O)c2cccs2)c2ccccc2)cc1,i,-6,-2,6,-0.2,-5,-3.0,3,-9,-2

# Taken from the entries so far for reference:
SMILES,Neddylation inh,NRP1-CendR mod,STEP block,SKN-1 block,Tb MetRS inh,NadD block,LMPTP inh,SUMO1 PPI mod,Scp1 inh,DNMT1 block
COc1ccccc1NC(=O)CSc1ncn[nH]1,i,-3,-3,8,-0.7,1,-1.2,0,-8,1
Cc1ccc(OCCCCn2ccnc2)c([N+](=O)[O-])c1,i,6,-2,2,-0.2,1,-1.2,-10,-1,-1
Cc1cccc(C2CC(c3ccc(Br)cc3)Nc3nc(N)nn32)c1 (stereo not drawn),i,15,3,1,0.8,7,-1.0,5,4,-3
CCCn1nc(C(=O)N2CC(=O)Nc3ccccc32)c2ccccc2c1=O,i,0,0,-15,-0.5,-4,-1.1,1,-2,-7
COc1cccc(OC)c1C(=O)Nc1cc(C)nn1-c1nc2ccccc2[nH]1,i,6,-4,1,-0.5,14,2.8,-1,-6,4
CCOC(=O)c1sc(N2C(=O)C(O)=C(C(=O)c3ccco3)C2c2cccc(Cl)c2)nc1C (stereo not drawn),i,-29,13,13,0.1,13,13,-6,.,2
COc1cccc(N2CC(O)=C(c3nc4ccccc4s3)C2=N)c1,i,-6,0,-3,-0.3,0,-0.3,0,-2,-2
CCOC(=O)[C@@H]1CCNC[C@@H]1c1ccccc1,i,12,4,-18,-1.0,-5,-1.2,-1,-10,-2
Cc1ccc(S(=O)(=O)N2CCC[C@H]2C(=O)OC(C)C(=O)Nc2ncc(Cl)cc2Cl)cc1 (stereo partly drawn),i,-7,-5,4,-0.7,-1,-0.9,1,-5,5
C#CCOc1ccc(Br)cc1/C=N/O,i,7,-3,2,-0.6,0,-1.1,-2,-7,-11
COc1c(C(=O)Nc2ccc(CN3CCOCC3)cc2)cc2ccccc2c1Br,i,5,-1,-3,-0.6,-8,0.2,-25,5,-2
CN(/N=C/Cc1nnnn1-c1ccc(Cl)cc1)c1ccccc1,i,4,-2,-8,0.1,0,-0.1,-3,3,-4
COc1ccc(C(=O)n2nc(-c3ccc(Cl)cc3)nc2N)cc1OC,i,-8,-6,-15,-1.0,-5,-0.9,-1,3,-1
O=c1cc(CSCc2ccc(Cl)cc2)[nH]c(=O)[nH]1,i,-6,-1,2,-0.5,-5,-1.3,4,-7,3
Cn1c(=O)c2c(nc(CN3CCc4ccccc4C3)n2Cc2ccccc2)n(C)c1=O,i,-12,2,-15,-0.4,11,0.8,-2,5,-7
CSc1ncnc2c1cnn2-c1ccc(C)cc1C,i,-6,2,10,0.5,-2,-1.3,0,-6,1

# Other compounds follow:
SMILES,Neddylation inh,NRP1-CendR mod,STEP block,SKN-1 block,Tb MetRS inh,NadD block,LMPTP inh,SUMO1 PPI mod,Scp1 inh,DNMT1 block
C/C(=N\NC(=O)c1ccc(Cl)c(Cl)c1)c1ccc(Br)s1,i,7,2,7,0.0,5,-2.4,1,-7,24
O=C(NCc1cccc(Cl)c1)C1Cc2c(-c3cccc(F)c3)ccnc2O1 (stereo not drawn),i,-9,0,16,-0.2,0,0.5,1,.,4
CC1CC(C)CN(C(=O)C(NS(=O)(=O)c2ccc(Br)s2)c2ccccc2)C1 (stereo not drawn),i,-1,2,0,0.0,0,2.5,-6,-13,6
CCN(CC)CCCNc1nc2ccccc2c2[nH]c3ccc(OC)cc3c12,.,0,6,13,-0.1,-3,23,-77,0,-81
CCCNC(=O)N[C@H]1CC[C@@H](CCn2cc(-c3cccc(F)c3)nn2)O[C@@H]1CO,i,2,.,7,-0.6,.,-2.0,-3,.,.
CCOC(=O)N1CCN(C(=O)c2c(O)c3cccc4c3n(c2=O)CC4)CC1,i,21,0,1,-0.1,1,-0.3,0,4,2
O=C(Nc1ccccc1)Nc1cccc(C(F)(F)F)c1,i,3,-1,11,1.1,-2,0.0,2,-9,8
O=C(Nc1ccccc1)OC1CCC2CC1CCC2OC(=O)Nc1ccccc1 (stereo not drawn),i,0,-1,10,-0.7,5,3.3,-4,-10,-17
CNS(=O)(=O)c1cccc(C(=O)OCC(=O)Nc2nc(OC)cc(OC)n2)c1,i,7,-1,11,-0.1,1,-0.7,5,-2,4
CCOc1ccc(C(C(=O)NC2CCCCC2)N(C(=O)c2csnn2)C2CC2)cc1 (stereo not drawn),i,-3,-1,-2,-0.8,2,-1.0,3,3,1
COc1ccc(C(=O)Nc2nnc(SCC(=O)NC3CCCC3)s2)c(OC)c1,i,-8,-1,-4,-0.4,-2,1.3,1,-5,-1
COc1cc(CN2CC(=O)N(c3ccc(C)c(Cl)c3)C2=S)cc(OC)c1OC,i,3,-2,-27,-1.0,-2,-1.3,-10,-12,-2
CCOC(=O)[C@@H]1[C@H]2COc3ccc(Br)cc3[C@H]2N2C(=O)N(c3ccc(F)cc3)C(=O)[C@]12C,i,-6,-1,-9,-0.4,3,0.6,7,-11,-10
Cc1cc(C)c(S(=O)(=O)N2CCCOC2CNC(=O)C(=O)NCc2cccnc2)c(C)c1 (stereo not drawn),i,-7,1,-6,-0.8,3,-0.8,-2,1,2
Cc1cc2nc(C)n(CCCNC(=O)Nc3ccc(C#N)cc3)c2cc1C,i,8,-8,-7,0.5,-5,-0.5,5,-1,0
O=C(C1CCCCC1)N1CCN(c2ccnc3cc(Cl)ccc23)CC1,i,2,-2,5,0.2,2,1.7,-5,-4,1
COc1cc(-c2c(NC(=O)c3ccco3)oc3c(C)cccc3c2=O)cc(OC)c1OC,i,8,-3,-9,-0.5,-3,-0.9,7,-1,-1
Oc1ccc(-c2n[nH]c(=S)n2Cc2ccccc2)cc1,i,-7,-1,4,-0.6,-3,-2.0,2,0,-6
O=C(Nc1nc2ccccc2s1)Nc1ccc(F)cc1F,i,12,-2,10,0.4,-4,0.8,-2,-2,1
Clc1ccc(SCCCCn2ccnc2)cc1,i,-6,-6,1,0.7,2,-0.1,-3,3,3
